Compound activity from PubChem BioAssay.
LANA DNA inh: inhibitors of KSHV LANA C-terminal domain DNA binding. MBP-C-LANA/FAM-LBS DNA binding, fluorescence polarization. AID 504423. 0.078% of 340,000 active. inhibition, % at 9 µM;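 active means highest replicate inhibition at or above 60% at 9 µM, even if other replicates fall short; inactive means all replicates below 60% inhibition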;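 further: 0% = neutral control wells and 100% = 4 µM acridine orange control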
SR-BI uptake up: SR-BI HDL lipid transfer activation; CHO ldlA[mSR-BI] cells, DiI-HDL uptake fluorescence, 3 h; 100 = double the neutral-control signal; activation, % at 12.5 µM; 0.096% of 320,000 active;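 active means mean replicate activation of at least 60% and every replicate at or above 60%; inconclusive means mean or all-replicate condition met, but not both; inactive means mean below 60% and not all replicates reaching 60%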;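 further: 0% = median plate neutral-control signal and 100% = twice that signal; values of inactives mirror those of a sister screen read the other way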
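system = CHO ldlA[mSR-BI] cells, LDL receptor-null, SR-BI overexpressing | medium = Ham's F12 with 0.5% BSA, HEPES 25 mM, pH 7.4 | probe or stimulus = DiI-HDL 10 µg/mL | compound dosing = single-point compound dose | incubation = compound exposure 3 h, 37 °C | technique = DiI fluorescence, bottom read | read-out = cell-associated DiI fluorescence as measure of HDL uptake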
PKA-R2B activ: activators of human PKA-R2B complex; activation, % at 11.4 µM; PKA-R2B holoenzyme dissociation, Cy5-IP20 fluorescence polarization; R2B truncated from residue 108, S112A mutant; 0% DMSO only, 100% 113 µM cGMP; 0.079% of 340,000 active; P22694+P31323; AID 504700;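 active means activation above a cutoff set at the mean over all compounds plus 3 SD, cut at about 18% in these data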;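 further: higher means more holoenzyme dissociation and a rise in polarization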
Target sequence (P31323 whole entry, looked up, other chains not shown, the tested form may be a part): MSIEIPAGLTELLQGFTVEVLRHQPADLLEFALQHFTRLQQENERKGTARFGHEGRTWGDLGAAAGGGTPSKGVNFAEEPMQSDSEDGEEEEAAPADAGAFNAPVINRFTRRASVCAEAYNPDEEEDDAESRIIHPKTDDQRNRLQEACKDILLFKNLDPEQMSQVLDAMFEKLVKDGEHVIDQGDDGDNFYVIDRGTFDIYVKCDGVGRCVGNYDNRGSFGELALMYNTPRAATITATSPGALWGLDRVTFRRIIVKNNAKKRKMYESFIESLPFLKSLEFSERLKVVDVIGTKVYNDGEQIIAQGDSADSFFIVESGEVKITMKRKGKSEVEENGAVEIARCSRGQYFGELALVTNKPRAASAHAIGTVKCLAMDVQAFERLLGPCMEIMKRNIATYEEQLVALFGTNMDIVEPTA
Rtt109 HAT inh: inhibitors of Candida albicans Rtt109/Vps75 histone acetyltransferase. Q5AAJ8. purified Rtt109/Vps75, ThioGlo CoA-SH fluorescence, 4 h. inhibition, % at 34.9 µM. 0.16% of 330,000 active. AID 540336;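 active means inhibition of at least 50% in every replicate; inconclusive means best replicate reaches 50% inhibition but some replicates fall short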
CAL PDZ FP-1: inhibitors of human CAL PDZ peptide binding | Q9HD26 | purified CAL PDZ, TMR-peptide fluorescence polarization, 1 h | inhibition, % at 20 µM | 0.02% of 330,000 active | AID 504414;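 active means highest replicate inhibition of at least 40%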;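 further: plate controls were DMSO neutral control wells for no effect and unlabeled competitor peptide control wells for full effect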
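material = purified tagged CAL PDZ domain construct (CerCALP) | compound dosing = 20 µM, one dose | times = 1 h at RT | measured by = fluorescence polarization from S- and P-plane intensities, G-factor corrected | read-out = inhibition from polarization loss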
Cardiac RTF inh: cardiac RTF calcium desensitization | IANBD-labeled cardiac RTF, Ca2+ fluorescence | inhibition, % at 7.15 µM | 0.12% of 340,000 active;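 active means inhibition above the mean inhibition of all tested compounds plus 3 SD, cut at about 17% in these data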;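 further: assay run at fixed EC70 calcium of 1.6 mM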
DAGLB inhibitor: blocks human DAGLB lipase activity; 0.059% of 340,000 active; inhibition, % at 5.17 µM; HEK293T DAGLB membrane lysate, EnzChek fluorogenic substrate; in the data active means inhibition above about 34%;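 further: 0% = enzyme with vehicle and 100% = wells lacking enzyme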
cardiac RTF act: cardiac RTF calcium sensitization | P19429+P45379 | IANBD-labeled TnC RTF fluorescence at EC20 calcium; 0% EC20 calcium, 100% full calcium | activation, % at 7.2 µM | 0.24% of 340,000 active | AID 493008;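 active means activation above the mean over all tested compounds plus 3 SD, cut at about 30% in these data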;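 further: rise in fluorescence read as greater calcium sensitivity of cardiac thin filaments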
Keap1-Nrf2 PPI: inhibitors of human Keap1-Nrf2 protein-protein interaction; Keap1 Kelch-Nrf2 peptide fluorescence polarization, 1536-well; inhibition, % at 9.4 µM; 0.15% of 340,000 active; AID 504523; in the data active means inhibition above about 12%; inconclusive means no clear call, values can overlap the other calls; inactive means below about 7.3%;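 further: human Keap1 Kelch domain with fluorescein labeled Nrf2 9mer peptide probe; 0% = neutral control wells and 100% = peptide positive control; higher means more block of Keap1 binding to Nrf2 peptide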
Target sequence (Q14145 whole entry, looked up, the tested form may be a part): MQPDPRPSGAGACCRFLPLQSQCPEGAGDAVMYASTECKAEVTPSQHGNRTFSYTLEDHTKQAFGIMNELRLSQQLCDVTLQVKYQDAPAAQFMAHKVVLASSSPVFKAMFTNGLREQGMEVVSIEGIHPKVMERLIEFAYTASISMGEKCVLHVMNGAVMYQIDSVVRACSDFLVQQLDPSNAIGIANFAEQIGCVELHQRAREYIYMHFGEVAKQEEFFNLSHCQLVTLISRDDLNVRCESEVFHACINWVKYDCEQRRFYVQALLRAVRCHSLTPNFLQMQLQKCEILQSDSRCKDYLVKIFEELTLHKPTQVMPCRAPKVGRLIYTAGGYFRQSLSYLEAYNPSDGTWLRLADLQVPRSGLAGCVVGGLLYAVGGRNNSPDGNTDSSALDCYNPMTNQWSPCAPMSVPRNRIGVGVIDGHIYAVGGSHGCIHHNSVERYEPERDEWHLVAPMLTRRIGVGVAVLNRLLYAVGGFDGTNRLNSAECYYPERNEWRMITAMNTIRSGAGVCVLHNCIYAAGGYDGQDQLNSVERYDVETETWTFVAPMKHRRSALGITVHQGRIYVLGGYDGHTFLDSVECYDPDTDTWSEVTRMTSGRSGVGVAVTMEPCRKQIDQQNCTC
CAL PDZ FP-2: blocks peptide binding to the human CAL PDZ domain. Q9HD26. purified CAL PDZ, TMR-peptide fluorescence polarization, 1 h. inhibition, % at 24.9 µM. 0.92% of 300,000 active. AID 602252;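 active means mean inhibition of at least 30% with at least half of replicates also reaching 30%; inconclusive means no clear call, values can overlap the other calls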;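 further: 0% = DMSO neutral control and 100% = excess unlabeled competitor peptide PRC23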
* = called active by the depositor; ? = inconclusive; . = no result given.

SMILES | LANA DNA inh | SR-BI uptake up | PKA-R2B activ | Rtt109 HAT inh | CAL PDZ FP-1 | Cardiac RTF inh | DAGLB inhibitor | cardiac RTF act | Keap1-Nrf2 PPI | CAL PDZ FP-2
C=CCNC(=O)/C(C#N)=C/c1c(C)nn(-c2ccccc2)c1Cl | 1.2 | 7 | -5 | . | -2.6 | 5 | -4 | -3 | -6 | 0
N#CC1=C(SCC(=O)NCc2ccccc2)NC(=O)CC1c1ccco1 (stereo not drawn) | 2.1 | 10 | -11 | -5 | . | -2 | -2 | 2 | 1 | -4
CCN1C(=O)C2C(c3ccccc3F)NC(Cc3ccc(O)cc3)(C(=O)OC)C2C1=O (stereo not drawn) | -0.8 | -7 | -4 | -5 | -2.2 | -2 | 0 | 3 | 1 | -1
CCCSc1nc(SCC(=O)NCc2ccccc2)c2c3c(sc2n1)COC(C)(C)C3 | -0.5 | 8 | 4 | -9 | -0.4 | 0 | 0 | 3 | -4 | -2
O=C(CCc1ccc(O)c(O)c1)N/N=C/c1ccc2c(c1)OCO2 | 3.2 | -11 | -2 | 20 | -1.8 | -6 | 3 | 0 | 3 | -2
COc1ccccc1CNC(=O)N[C@@H](Cc1ccccc1)C(=O)O | 1.1 | 15 | -4 | 7 | -0.6 | -6 | 2 | -3 | 0 | -2
Cc1ccc(CNC(=O)CN2C(=O)CSc3ccc(S(=O)(=O)N4CCCCC4)cc32)cc1 | -0.8 | -1 | 8 | 16 | -2.7 | 2 | -3 | -1 | -4 | 0
CCCC1=C(C(=O)OCC)C(c2ccco2)C(C#N)=C(N)O1 (stereo not drawn) | 1.4 | 7 | -4 | -5 | 6.9 | -6 | 0 | 0 | 1 | -4
CN(C)S(=O)(=O)c1ccc(N2CCCC2)c(C(=O)Nc2ccccc2Br)c1 | -1.1 | 17 | -9 | 6 | -3.9 | -4 | -3 | -6 | -1 | -2
O=C(CN1C(=O)NC(c2ccccc2)(c2ccccc2)C1=O)NCc1cccs1 | 1.3 | 11 | -11 | 0 | 0.0 | -5 | -3 | 0 | 0 | -1
CCOC(=O)C(C)Sc1nnc(-c2c[nH]c3ccccc23)n1C (stereo not drawn) | 0.5 | 6 | 7 | 5 | 0.3 | -7 | 1 | 3 | -7 | 0
COc1ccc(C)cc1NC(=O)COC(=O)C1CCN(C(=O)c2ccc(Cl)cc2)CC1 | -2.4 | -12 | -7 | 14 | -0.8 | 3 | -4 | -1 | -1 | .
CC(Oc1ccccc1F)c1nnc(SCC(=O)c2c(N)n(C3CC3)c(=O)[nH]c2=O)o1 (stereo not drawn) | -0.4 | 26 | -10 | 3 | 0.2 | -8 | 0 | 4 | 0 | -2
COC(=O)c1ccc(CSc2nnc(CS(=O)Cc3ccc(Br)cc3)n2-c2ccccc2)cc1 (stereo not drawn) | -1.6 | . | -3 | 6 | -1.8 | -5 | 1 | 4 | 0 | -9
CCOc1ccc(NC(=O)COC(=O)CC2CC3CCC2C3)cc1 (stereo not drawn) | 1.0 | 8 | 2 | 2 | -1.3 | -7 | -4 | -6 | -4 | -2
O=C(NC(=S)NCc1cccnc1)c1cccc2ccccc12 | 1.5 | -3 | -5 | 3 | -2.3 | -5 | -3 | 1 | -3 | -2
CCSc1nc(O)c(C(c2cccc(OC)c2)c2c(O)nc(SCC)[nH]c2=O)c(=O)[nH]1 | -1.3 | 4 | -6 | 7 | -0.7 | -2 | -4 | -9 | -2 | -3
CCCCNC(=O)COC(=O)C1CCN(S(=O)(=O)c2ccc3c(c2)OCCO3)CC1 | -0.6 | 9 | 7 | -3 | 0.3 | 5 | -1 | -6 | -5 | -7
COc1cccc(C2CC(c3ccc(Cl)cc3Cl)n3nc(N)nc3N2)c1 (stereo not drawn) | 0.8 | -13 | 2 | 9 | 0.1 | -6 | 5 | -3 | -6 | .
COc1ccc(NC(=O)CSc2nnnn2-c2ccc(OC)cc2)cc1 | 1.5 | 18 | -6 | 1 | -2.3 | 5 | 0 | -8 | -2 | 0
CC(C)C(C(=O)Nc1nccs1)c1ccc(Cl)cc1 (stereo not drawn) | -0.7 | -11 | -1 | 0 | -2.9 | -10 | 0 | 0 | 1 | -2
CCc1nnc(NC(=O)C2CC(=O)N(CCc3ccccc3)C2)s1 (stereo not drawn) | -1.4 | 29 | 6 | 14 | -3.0 | -5 | 1 | 4 | -3 | -1
CCCOc1ccc(N2CC(C(=O)NC3=NCCS3)CC2=O)cc1 (stereo not drawn) | -2.3 | 7 | -3 | 13 | -3.3 | -1 | -1 | 1 | -1 | -1
O=C(CNC(=O)c1ccccc1)N/N=C/c1ccc([N+](=O)[O-])o1 | -0.2 | -16 | -4 | -2 | -0.9 | 1 | -1 | -4 | 0 | -1
COC1=C/C(=C/c2c(N)n3nc(CC(=O)N4CCCC4)sc3nc2=O)C=CC1=O | 57 | 0 | 4 | 13 | -2.1 | -4 | 0 | 9 | -5 | -3
CCc1nc2ccccc2c2nc3ccccc3n12 | 0.5 | -29 | 1 | 5 | -3.2 | -3 | -5 | 6 | -2 | -2
CC(C)=CCC(C)(C)C1OCCN1C(=O)Nc1ccccc1 (stereo not drawn) | 0.3 | 21 | -2 | -3 | -4.3 | 3 | -1 | -4 | 0 | -3
O=S(=O)(c1ccc2c(c1)nc1n2CCC1)N1CCOCC1 | 0.0 | 29 | 8 | 13 | 0.3 | 0 | 1 | -1 | -7 | -4
O=C(CSc1ccccn1)c1ccc2c(c1)OCO2 | 0.7 | 2 | -3 | 6 | -0.6 | -1 | -3 | 1 | -8 | -2
CCOc1cc(CNCCO)cc(Br)c1OCc1cccs1 | -1.0 | 38 | 4 | 20 | -1.4 | -3 | -4 | 4 | -2 | .
N#CCCn1cc(C(=O)NCc2ccccc2)c(-c2cccs2)n1 | -0.8 | 10 | -8 | -11 | -0.9 | -5 | 2 | -1 | 0 | -2
O=C(O)CNC(=O)CC12CC3CC(CC(C3)C1)C2 | -0.2 | 29 | -8 | 7 | 0.9 | -1 | -3 | -6 | 6 | .
COC(=O)Nc1ccc(S(=O)(=O)N2CCCC(C(=O)NCC3CCCO3)C2)cc1 (stereo not drawn) | 0.8 | 1 | 4 | 5 | 0.6 | 2 | -1 | -5 | 10 | .
CCC(C)c1ccccc1N1CC(C(=O)N2CCN(C(=O)c3ccco3)CC2)CC1=O (stereo not drawn) | 25 | 19 | -3 | 5 | -0.9 | -6 | -2 | -2 | 1 | -4
O=Cc1ccc(-c2ccccc2OC(F)(F)F)o1 | -0.1 | 13 | -11 | 4 | 0.2 | 4 | -4 | -5 | 0 | .
CCOc1cc(CN2CCCC(CO)(Cc3ccc(F)cc3F)C2)ccc1OC (stereo not drawn) | 3.0 | ? | 6 | -4 | 0.3 | -8 | -2 | -2 | -6 | -1
CC1C(=O)N2CCCc3cc(NC(=O)C(=O)NCc4cccnc4)cc1c32 (stereo not drawn) | -1.5 | 3 | 6 | -4 | -3.8 | -18 | -3 | 0 | -4 | -2
Cc1ccc(-n2c(-c3ccccc3)n[nH]c2=S)cc1 | 0.6 | -9 | 4 | -3 | -0.6 | 0 | -1 | 3 | 3 | -10
COc1ccc(/C=C\C(=O)c2c(O)ccc3c(C)cc(=O)oc23)cc1OC | 0.3 | -29 | -3 | 4 | -0.7 | -4 | 0 | -1 | 3 | -1
O=c1c2ccccc2cnn1Cc1n[nH]c(=S)n1-c1ccccc1 | -0.2 | . | 0 | 6 | 0.3 | 4 | 2 | 0 | -1 | 2
Cc1cc(OC(=O)Cc2cccc3ccccc23)c([N+](=O)[O-])c(=O)[nH]1 | 3.2 | 45 | 3 | -1 | -1.8 | -6 | -1 | 5 | -6 | -2
O=C(Nc1ccc(Cl)c(C(F)(F)F)c1)[C@@H]1CC=C[C@@H]2CCN(Cc3ccc(Cl)c(Cl)c3)C(=O)[C@@H]21 | 0.2 | -8 | -15 | 5 | -0.1 | -1 | -7 | -4 | 5 | -3
CC(=O)Nc1cccc(Oc2ccc(-c3noc(C)n3)cc2)c1 | -0.3 | -18 | -8 | 3 | 1.2 | 1 | -2 | 3 | -5 | -15
CCCC(c1nnnn1Cc1ccco1)N1CCN(C2CCCC2)CC1 (stereo not drawn) | 1.3 | 16 | 5 | 0 | -2.0 | -5 | 4 | -5 | 0 | -1
COc1cccc(N2CC(C(=O)Nc3nnc(SCc4cccnc4)s3)CC2=O)c1 (stereo not drawn) | -0.3 | -7 | 1 | -4 | -0.1 | 2 | 3 | -3 | -7 | -2
O=C1C2Sc3[nH]c(=O)sc3C(c3ccccc3)C2C(=O)N1c1ccc(Cl)cc1 (stereo not drawn) | 1.1 | 32 | -9 | 11 | -0.9 | -7 | 8 | 1 | -1 | -5
Cc1ccc(C)c(S(=O)(=O)N2CCN(C(=O)Cn3c(C(F)(F)F)nc4ccccc43)CC2)c1 | -1.7 | -16 | -7 | 6 | . | -3 | -5 | -3 | -3 | -1
Cc1c(C)n(C)c2ccc(C(=O)NCCCN3CCCCC3C)cc12 (stereo not drawn) | -1.6 | 2 | 9 | 5 | -2.4 | -18 | 3 | 2 | -3 | -1
COc1ccc2nc(CC(C)(C)CC(=O)O)c[n+]([O-])c2c1 | 0.5 | 15 | -10 | -125 | -0.3 | 6 | 0 | 5 | -7 | -2
Cc1ccc(S(=O)(=O)N(C)C)cc1NC(=O)COC(=O)c1c(-c2ccccc2)noc1C | -0.4 | -16 | -11 | 2 | -1.0 | 4 | -4 | -9 | -4 | .
(more compounds)
SMILES | LANA DNA inh | SR-BI uptake up | PKA-R2B activ | Rtt109 HAT inh | CAL PDZ FP-1 | Cardiac RTF inh | DAGLB inhibitor | cardiac RTF act | Keap1-Nrf2 PPI | CAL PDZ FP-2
O=C(CN1C(=O)COc2ccccc21)NCCN1CCc2ccccc2C1 | -1.4 | 7 | -10 | 13 | -2.5 | 5 | 3 | 7 | -2 | -2
Nc1nccc(/C=C/c2c(Cl)cccc2Cl)n1 | -1.2 | -3 | -3 | 3 | -1.2 | 5 | -6 | 6 | 2 | .
CC(C)CC(=O)N1CCN(S(C)(=O)=O)CC1 | -0.5 | 11 | 5 | 3 | -0.1 | 4 | 2 | 7 | 3 | 7
C=CCNC(=O)CN1C(=O)c2cccc3cccc1c23 | -0.6 | 2 | 5 | 2 | . | -4 | 0 | -4 | -1 | -5
